# USP7 inh: human USP7 deubiquitinase inhibition; Q93009; purified USP7, Ub-rhodamine cleavage fluorescence; inhibition, % at 20 µM; 47,000 tested, 0.3% active
# OTUD3 block: blocks human OTUD3 ubiquitin-rhodamine cleavage. AID 1645858. purified OTUD3, Ub-rhodamine fluorescence, 2 h. inhibition, % at 25 µM. 47,000 tested, 0.7% active. Q5T2D3
# USP8 block: blocks human USP8 ubiquitin-rhodamine cleavage; purified USP8, Ub-rhodamine cleavage fluorescence, 30 min; inhibition, % at 20 µM; 47,000 tested, 4.2% active; AID 1645853
# USP17 inh: blocks human USP17 ubiquitin-rhodamine cleavage; inhibition, % at 50 µM; A8MUK1; purified USP17, Ub-rhodamine cleavage fluorescence, 3 h; 47,000 tested, 6.5% active; AID 1645855
# USP30 block: inhibitors of human USP30 deubiquitinase; purified USP30, Ub-rhodamine cleavage fluorescence; inhibition, % at 25 µM; 47,000 tested, 5.3% active; AID 1645860
# USP10 block: inhibitors of human USP10 deubiquitinase; purified USP10, Ub-rhodamine fluorescence, 60 min; inhibition, % at 20 µM; 47,000 tested, 1.1% active
# USP28 inh: human USP28 deubiquitinase inhibition | 47,000 tested, 3% active | purified USP28, Ub-rhodamine cleavage fluorescence, 30 min | Q96RU2 | inhibition, % at 25 µM
# Target sequence (Q96RU2 whole entry, looked up): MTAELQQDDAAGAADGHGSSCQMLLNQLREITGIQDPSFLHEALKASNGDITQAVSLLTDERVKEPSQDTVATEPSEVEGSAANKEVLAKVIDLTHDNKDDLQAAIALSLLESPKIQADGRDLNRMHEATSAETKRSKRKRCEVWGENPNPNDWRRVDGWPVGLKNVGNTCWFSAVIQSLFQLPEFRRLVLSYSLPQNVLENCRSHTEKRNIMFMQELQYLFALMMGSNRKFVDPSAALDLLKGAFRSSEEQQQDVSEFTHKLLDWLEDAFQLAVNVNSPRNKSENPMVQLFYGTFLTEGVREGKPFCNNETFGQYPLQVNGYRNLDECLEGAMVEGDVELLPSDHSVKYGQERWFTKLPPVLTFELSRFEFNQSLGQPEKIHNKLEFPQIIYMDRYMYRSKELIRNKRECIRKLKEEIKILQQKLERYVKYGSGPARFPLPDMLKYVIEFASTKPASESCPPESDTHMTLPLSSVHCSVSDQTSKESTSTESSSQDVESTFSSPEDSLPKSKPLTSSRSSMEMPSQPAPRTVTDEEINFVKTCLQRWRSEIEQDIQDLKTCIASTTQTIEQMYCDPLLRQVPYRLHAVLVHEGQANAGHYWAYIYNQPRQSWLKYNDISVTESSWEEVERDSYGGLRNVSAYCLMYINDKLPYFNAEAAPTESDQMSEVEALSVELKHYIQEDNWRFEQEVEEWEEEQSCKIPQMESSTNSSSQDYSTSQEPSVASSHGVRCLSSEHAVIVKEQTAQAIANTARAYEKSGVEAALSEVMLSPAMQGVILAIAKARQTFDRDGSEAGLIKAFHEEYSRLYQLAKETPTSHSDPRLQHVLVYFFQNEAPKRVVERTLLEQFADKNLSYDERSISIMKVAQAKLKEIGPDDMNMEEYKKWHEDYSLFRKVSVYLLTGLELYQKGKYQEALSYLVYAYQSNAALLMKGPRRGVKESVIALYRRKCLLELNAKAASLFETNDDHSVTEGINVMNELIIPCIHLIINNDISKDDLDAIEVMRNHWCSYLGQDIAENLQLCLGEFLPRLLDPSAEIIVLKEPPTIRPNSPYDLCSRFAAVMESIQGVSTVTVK
# UCHL1 block: blocks human UCHL1 ubiquitin-rhodamine cleavage | P09936 | purified UCHL1, Ub-rhodamine cleavage fluorescence | inhibition, % at 20 µM | 47,000 tested, 0.2% active | AID 1645859
# * = called active by the depositor; i = inactive; nt = no result given. Cut-off read from the data, not from the text of the source: active = inhibition above about 30%; inactive = the rest.
# The first 2 entries (preview)
USP17 inh,USP7 inh,USP28 inh,UCHL1 block,OTUD3 block,USP8 block,USP10 block,USP30 block,smiles
-4.9,3.7,-3.4,-1.2,-6.3,19.8,19.4,-18.8,CCCCN(c1ccccc1)S(=O)(=O)c1cccc(C(=O)Nc2ccc(NC(C)=O)cc2)c1
nt,-6.1,-21.8,-2.9,-34.3,71.4*,-5.7,-108.2,Cc1ccc(-c2cc3nc(Nc4ccc(C(N)=O)cc4)ccn3n2)cc1

# All compounds of this part, previewed entries included:
USP17 inh,USP7 inh,USP28 inh,UCHL1 block,OTUD3 block,USP8 block,USP10 block,USP30 block,smiles
-4.9,3.7,-3.4,-1.2,-6.3,19.8,19.4,-18.8,CCCCN(c1ccccc1)S(=O)(=O)c1cccc(C(=O)Nc2ccc(NC(C)=O)cc2)c1
nt,-6.1,-21.8,-2.9,-34.3,71.4*,-5.7,-108.2,Cc1ccc(-c2cc3nc(Nc4ccc(C(N)=O)cc4)ccn3n2)cc1
1.8,2.5,-11.2,-1.3,-4.0,-1.7,-0.4,-11.1,CCCN1CCN(C(=O)c2cn3nc(OCC)ccc3n2)CC1
9.1,-6.8,7.0,-0.6,5.3,-5.8,0.7,13.9,O=C(CC1c2ncccc2C(=O)N1Cc1ccc(F)cc1)NC1CCCC1 (stereo unspecified)
16.8,2.6,0.0,4.2,0.0,-3.4,9.5,-1.2,Cc1cc2c(=O)n(Cc3ccco3)c(SCC(=O)Nc3ccccc3O)nc2s1
3.2,5.4,14.7,-4.9,3.1,3.1,-3.9,1.2,CCOc1ccccc1CNC(=O)c1ccc(N2CCSc3ncccc32)s1
-12.4,8.5,3.4,-2.5,0.3,-33.7,21.0,-19.4,COc1ccc(OC)c(C(C)NC(=O)c2nc3n(n2)-c2ccccc2S(=O)(=O)N3)c1 (stereo unspecified)
-7.5,-6.7,-2.1,-2.2,-4.5,0.0,-4.7,-10.6,O=C(Cn1cccc1C1=NC(c2ccccc2)CO1)N1CCCCCC1 (stereo unspecified)
7.3,4.3,6.1,1.4,14.2,14.2,-0.1,20.5,CNC(=O)[C@H]1C[C@@H]2CN(S(=O)(=O)c3cccc(C(F)(F)F)c3)C(C)[C@H]1N2C (stereo partly specified)
6.5,0.0,5.3,0.5,11.8,13.3,-0.7,16.3,O=C(CC1CCOCC1)N1CCCCC1c1cc(=O)n2ccnc2[nH]1 (stereo unspecified)
7.5,9.0,11.0,6.6,10.4,7.6,-0.2,20.4,COc1cccc(-c2nc(-c3ccc(C(F)(F)F)cc3)no2)c1
-7.2,0.4,-5.7,0.2,0.2,-5.1,0.1,0.3,CCCCCC(=O)Nc1c(-c2ccccc2Cl)c(=O)c2ccccc2n1CC
-11.0,-2.0,-13.1,-3.6,-7.3,-17.8,-5.5,-26.3,CNC(=O)c1cnn2c(C3CCCN3C(=O)C(C)(C)C)ccnc12 (stereo unspecified)
35.0*,3.8,45.5*,3.7,3.3,-7.8,10.0,62.2*,CC(=O)Nc1ccc(NC(=O)c2cc(-c3cc(C)cc(C)c3O)n[nH]2)cc1
2.9,1.4,3.5,2.5,11.4,0.2,2.2,8.8,COc1ccccc1C(=O)OCc1cc(=O)n2cc(C)sc2n1
1.7,6.8,3.1,1.3,1.6,8.0,-0.7,15.1,Cc1cc(C(=O)N2CCCC2c2ncc(C)[nH]2)c2c(C)noc2n1 (stereo unspecified)
-0.3,-2.4,0.7,-2.1,-3.3,-7.7,1.1,1.4,CCCCC(CC)CNC(=O)CCCn1c(=O)[nH]c2ccc(Br)cc2c1=O (stereo unspecified)
64.0*,0.1,24.8,1.1,-9.7,-2.0,-2.4,34.0*,CC(=O)c1ccc(N2CCN(C(=O)c3cc(Cl)c4c(c3)OCCO4)CC2)cc1
13.6,3.6,9.7,0.3,7.8,9.8,1.7,16.6,O=c1c2cnc(N3CCN(c4ccccc4)CC3)nc2ccn1Cc1cccnc1
-9.3,2.5,9.7,0.3,11.3,-347.8,1.5,13.9,N#Cc1ccc(C(=O)Nc2ccc([C@@H](O)[C@H]3COCC(=O)N3)cc2)cc1
nt,-4.2,-16.4,-2.3,-1.6,-8.8,-4.3,-21.1,CCOC(=O)c1noc2ncnc(N3CCCC3)c12
2.5,2.4,1.3,-0.5,0.4,0.1,2.3,9.1,Cc1ccc(CN[C@H]2CS(=O)(=O)C[C@@H]2S(=O)(=O)c2ccccc2)cc1
5.6,5.7,-14.2,-3.6,-10.7,-13.2,-8.4,-55.4,Cc1ccc(-c2cc(C(=O)Nc3nc(-c4ccc5ccccc5c4)cs3)c3ccccc3n2)cc1C
7.9,-26.7,8.2,4.9,4.6,19.4,2.8,25.2,Cc1cc(C)n(CC(=O)NCc2cccc(F)c2)c1-c1nc(C2CC2)no1

# An excerpt from above in order of molecular weight, falling:
USP17 inh,USP7 inh,USP28 inh,UCHL1 block,OTUD3 block,USP8 block,USP10 block,USP30 block,smiles
-0.3,-2.4,0.7,-2.1,-3.3,-7.7,1.1,1.4,CCCCC(CC)CNC(=O)CCCn1c(=O)[nH]c2ccc(Br)cc2c1=O (stereo unspecified)
3.2,5.4,14.7,-4.9,3.1,3.1,-3.9,1.2,CCOc1ccccc1CNC(=O)c1ccc(N2CCSc3ncccc32)s1
2.5,2.4,1.3,-0.5,0.4,0.1,2.3,9.1,Cc1ccc(CN[C@H]2CS(=O)(=O)C[C@@H]2S(=O)(=O)c2ccccc2)cc1
7.9,-26.7,8.2,4.9,4.6,19.4,2.8,25.2,Cc1cc(C)n(CC(=O)NCc2cccc(F)c2)c1-c1nc(C2CC2)no1
35.0*,3.8,45.5*,3.7,3.3,-7.8,10.0,62.2*,CC(=O)Nc1ccc(NC(=O)c2cc(-c3cc(C)cc(C)c3O)n[nH]2)cc1
-7.5,-6.7,-2.1,-2.2,-4.5,0.0,-4.7,-10.6,O=C(Cn1cccc1C1=NC(c2ccccc2)CO1)N1CCCCCC1 (stereo unspecified)
2.9,1.4,3.5,2.5,11.4,0.2,2.2,8.8,COc1ccccc1C(=O)OCc1cc(=O)n2cc(C)sc2n1
1.7,6.8,3.1,1.3,1.6,8.0,-0.7,15.1,Cc1cc(C(=O)N2CCCC2c2ncc(C)[nH]2)c2c(C)noc2n1 (stereo unspecified)
1.8,2.5,-11.2,-1.3,-4.0,-1.7,-0.4,-11.1,CCCN1CCN(C(=O)c2cn3nc(OCC)ccc3n2)CC1
nt,-4.2,-16.4,-2.3,-1.6,-8.8,-4.3,-21.1,CCOC(=O)c1noc2ncnc(N3CCCC3)c12

# Following part.
USP17 inh,USP7 inh,USP28 inh,UCHL1 block,OTUD3 block,USP8 block,USP10 block,USP30 block,smiles
0.4,-1.5,14.6,0.7,0.1,-57.7,0.0,17.8,Cc1ccc(CN2C(=O)c3ccccc3NC23C(=O)Nc2c(C)cccc23)cc1 (stereo unspecified)
7.6,7.5,1.1,1.5,1.1,11.1,-0.8,11.2,COc1ccc(CNC2(c3noc(C)n3)CCCC2)cn1
-133.0,-30.0,-107.6,-33.5,-131.6,-46.5,-1.7,i,O=C(Cc1nnc(NC(=O)Nc2ccccc2Cl)s1)NCc1ccccc1
-4.2,2.4,12.3,0.9,11.7,-49.3,-3.0,18.3,O=C(c1ccc[nH]1)N1CCCn2c(nc(Cn3ccnc3)cc2=O)C1
-9.3,-2.9,nt,-1.9,-0.7,2.6,1.8,nt,Cc1ccccc1C(=O)N1CCc2cc(-c3nc(NC(=O)C4(c5ccc(Cl)cc5)CCC4)sc3C)ccc21
0.1,6.7,13.6,2.2,15.6,-7.5,8.2,13.2,COc1cccc(CNC(=O)C(C)C2CCN(C(=O)c3cc4ccc(OC)cc4[nH]3)CC2)c1 (stereo unspecified)
-0.8,0.5,-7.2,-0.3,-0.2,-22.5,-1.2,-13.6,Cc1cccnc1C(=O)N[C@@H]1C[C@@H](Oc2ccccc2)[C@H](O)[C@H]1O
-6.9,7.2,-11.8,4.6,-12.7,20.0,0.1,-27.5,CCCOC(=O)c1cc(NC(=O)c2cc3ccccc3c(Br)c2OC)ccc1N1CCOCC1
-11.0,0.1,-0.2,-1.9,-2.2,-39.7,-2.0,0.1,Cc1c(Cl)cccc1-n1ncc(C(=O)NCc2ccccc2Cl)c1C1CCNCC1
-13.3,-3.0,-8.8,0.0,-5.1,-245.0,-0.7,-1.1,COC(=O)C1C(c2ccccc2)C(C(=O)N2CCOCC2)C1c1ccccc1 (stereo unspecified)
13.6,-73.8,6.3,4.6,11.3,9.2,3.0,20.1,CC(Oc1ccc(F)cc1)c1nnc(C2(c3cccc(Cl)c3)CCOCC2)o1 (stereo unspecified)
73.0*,10.2,nt,1.8,0.8,19.3,39.0*,nt,Cc1cc(NC(=O)COc2ccc3oc4c(c3c2)CCCC4)n(-c2ccccc2)n1
-126.3,-101.0,-156.0,-106.1,-182.4,-84.1,-9.9,i,COc1cc(C(=O)OCC(=O)c2c[nH]c3ccccc23)ccc1OCc1ccc(Cl)cc1Cl
-7.7,1.2,0.7,-1.6,-1.5,-80.3,2.3,-3.2,Cc1cc(C)cc(NC(=O)c2cccc(S(=O)(=O)N3CCOCC3)c2)c1
7.9,-1.9,8.6,1.8,9.3,20.0,1.9,19.0,O=C(CCc1nnc2ccc(N3CCCC3)nn12)NC1CCCCC1
0.0,4.6,1.1,-3.8,1.0,-12.5,9.8,15.3,Cc1ccccc1NC(=O)C1CC(=O)Nc2nc(SCc3ccccc3)nn21 (stereo unspecified)
-2.7,-1.7,-7.5,-0.8,1.3,-9.3,-0.5,-25.5,CCc1nnc(NC(=O)CCc2nc(-c3ccc(C)n(CC)c3=O)no2)s1
33.1*,9.9,0.3,2.0,14.5,15.9,27.5,-19.1,COc1cc(OC)cc(C(=O)Nc2ccc3oc(-c4ccc5ccccc5c4)nc3c2)c1
-11.1,3.7,-5.9,0.9,-0.2,8.2,23.9,-11.9,CCc1ccc(NC(=O)CSc2nc(-c3ccccc3C)nc3cc(=O)[nH]n23)cc1
1.4,4.3,1.1,1.4,-0.1,0.0,2.4,12.1,CCC1CN2C=NC(N3CCN(C(=O)c4ccoc4)CC3)=CC2=N1 (stereo unspecified)
-24.1,-39.6,-29.2,-18.1,-31.8,-22.9,-6.5,-93.7,N#Cc1c2n(c(=O)n(Cc3cccc(F)c3)c1=O)CCC2
0.1,-4.2,0.3,-0.1,2.1,-46.2,0.2,-8.3,Cc1ccc(-n2nnc(C(=O)NC(C)C)c2C2CC2)cc1
-8.3,-2.4,-18.2,-1.8,-4.0,-34.5,-0.6,-2.3,COc1cccc(CNC(=O)c2nc(-c3cnccn3)no2)c1
-103.7,-17.1,-80.8,-15.3,-66.3,-27.3,-7.5,-301.9,Cc1ccccc1C(=O)N1CCCN(C)c2nc3ccccc3nc21
0.9,0.0,-4.1,-2.6,-1.9,1.2,-0.2,0.0,CCOc1ccc(CCC(=O)N2CCNC(=O)C2Cc2cccc(-c3cccnc3)c2)cc1 (stereo unspecified)
-2.9,8.5,3.2,2.3,-4.6,-0.3,0.0,-19.0,CCCCCNc1ncnc2c1[nH]c1ccc(OCC)cc12
5.9,3.1,7.3,2.5,5.4,6.0,0.1,8.5,Cc1ccc(NC(=O)COC(=O)c2ccnn2C)cc1
-0.7,0.3,3.7,0.0,-6.4,0.2,2.5,-1.5,CC(C)CCNC(=O)C1(C)Cn2c(cc3ccccc32)C(=O)N1Cc1ccccc1F (stereo unspecified)
29.2,7.4,11.5,6.0,13.1,14.7,9.7,-4.6,COc1ccc(C(=O)OC(C(=O)c2c[nH]c3ccccc23)c2ccccc2)cc1[N+](=O)[O-] (stereo unspecified)
34.8*,3.5,0.4,0.0,13.2,5.9,25.5,5.8,Cc1ccc(CNC(=O)c2ccc3c(=O)nc4c(-c5ccccc5F)n[nH]n4c3c2)cc1
25.8,-2.8,1.5,5.1,-7.5,17.0,-2.8,5.5,Cc1noc2nc(C)n(CC(=O)NCc3cccc(Cl)c3)c(=O)c12
14.3,4.7,10.0,8.1,8.6,2.0,-5.5,1.5,COc1ccc(OCc2nc(-c3cc(C)nc4ccccc34)no2)cc1
18.3,3.9,22.9,7.0,6.3,8.0,2.6,19.4,O=C(c1cc(-c2ccncc2)n(-c2ccc(F)cc2)n1)N1CCc2ccccc21
-7.9,0.3,1.2,0.7,1.0,-35.8,0.6,10.8,N#Cc1ccc(CN2CCC3(CC2)Cc2ccccc2CNC3=O)cc1
0.6,1.8,0.8,-2.1,0.2,-0.5,3.6,14.0,O=C(NCCS(=O)(=O)N1CCN(c2ncccn2)CC1)c1ccc(F)c(F)c1
-8.3,-3.1,-19.4,-2.4,-15.6,0.0,-3.3,-90.9,COCCN1C(=O)c2ccccc2C(C(=O)Nc2ccc(C(C)=O)cc2)C12CCCC2 (stereo unspecified)
10.6,-41.3,7.2,6.0,-1.1,7.3,2.9,1.6,O=C(/C=C/c1ccccc1)N1CCc2[nH]nc(-c3ccccc3)c2C1
0.7,4.4,2.3,4.5,0.2,-0.8,-2.2,24.2,NC(=O)C1CCN(C(=O)c2ccc3c(=O)n(C4CCCCC4)c(SCc4ccc(Cl)cc4)nc3c2)CC1
-23.3,-47.9,-7.8,-3.6,-15.8,-53.6,-10.6,-61.1,O=C(CCc1nc2cccnc2n1-c1ccccc1)Nc1ccc(Cl)cc1

# Compounds were not picked by outcome (roughly 13% active in at least one column).
